TIM10 inh: TIM10 yeast growth inhibition; S. cerevisiae TIM10 strain growth, BacTiter-Glo luminescence, 24 h; AID 463195; inhibition, % at 10 µM; 1.4% of 330,000 active;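 active = inhibition of 40% or more at the single tested concentration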;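 note: wild-type TIM10 isogenic control strain grown at permissive 25 °C; 0% = DMSO yeast wells and 100% = minimal medium wells without yeast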
MPTP inh: blocks calcium-induced mitochondrial swelling; isolated mouse mitochondria, Ca2+ swelling absorbance, 30 min; inhibition, % at 10 µM; 1.4% of 360,000 active; AID 602449;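 active = inhibition of 50% or more, scaled per plate between neutral and stimulator controls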;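 note: 0% = DMSO wells given calcium and 100% = 1 mM EGTA wells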
APJ antag: blocks the human apelin receptor APJ | CHO-K1 APJ beta-arrestin complementation, luminescence | inhibition, % at 20 µM | 0.32% of 330,000 active | AID 2521;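 active = inhibition above about 40% at 20 µM, limit read from the data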;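 note: cells challenged with 10 nM apelin-13 agonist together with compound; plate controls were apelin-13 plus DMSO wells for no effect and DMSO wells lacking apelin-13 for full effect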
Target sequence (P35414 whole entry, looked up): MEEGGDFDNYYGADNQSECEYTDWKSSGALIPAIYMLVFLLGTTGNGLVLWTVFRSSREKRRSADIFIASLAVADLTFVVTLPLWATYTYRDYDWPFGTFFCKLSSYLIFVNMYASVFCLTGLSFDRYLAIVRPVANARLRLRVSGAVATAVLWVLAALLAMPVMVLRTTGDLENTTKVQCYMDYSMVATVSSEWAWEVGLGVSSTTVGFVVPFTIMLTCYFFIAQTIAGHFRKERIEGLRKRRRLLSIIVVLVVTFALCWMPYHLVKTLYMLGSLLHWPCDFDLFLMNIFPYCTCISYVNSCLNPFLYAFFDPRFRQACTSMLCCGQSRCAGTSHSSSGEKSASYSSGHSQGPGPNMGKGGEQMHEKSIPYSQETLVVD
NR3A LBD binder: modulators (binders) of human NR3A ligand-binding domain; NR3A LBD differential scanning fluorimetry, Tm shift; 0% = protein alone, 100% = glycine-bound protein; Tm shift relative to glycine control, % at 25 µM; 2.5% of 340,000 active;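 active = melting temperature shift of at least 10% of the positive control shift, at one fixed dose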
tim10-1 inh: tim10-1 yeast growth inhibition; AID 463190; S. cerevisiae tim10-1 ts strain growth, BacTiter-Glo, 24 h; inhibition, % at 20 µM; 2.2% of 330,000 active;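 active = inhibition of at least 40%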;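 note: mutant grown at 25 °C; 0% = DMSO wells with yeast and 100% = wells holding no yeast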
tim23-1 inh: inhibits growth of tim23-1 mutant yeast | S. cerevisiae tim23-1 growth, BacTiter-Glo luminescence, 24 h | inhibition, % at 20 µM | 1.3% of 330,000 active | AID 463212;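 active = growth inhibition of the mutant yeast at or above 50%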;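 note: temperature-sensitive mutant grown at 25 °C; plate controls were DMSO-treated mutant yeast for no effect and medium wells lacking yeast for full effect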
APJ ag: activates the human apelin receptor APJ; P35414; CHO-K1 APJ PathHunter beta-arrestin, luminescence; 0% DMSO wells, 100% apelin; activation, % at 20 µM; 0.11% of 330,000 active; AID 2520;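 active = activation more than six SD over the plate average, tested at 20 µM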;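 note: 0% = DMSO alone and 100% = apelin-13 at 10 nM; some results filed as inactive read as strong as hits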
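Test system: CHO-K1 APJ beta-arrestin complementation cell line. Amount: cell density 1000 per well. Controls: DMSO negative, 10 nM Apelin-13 positive. Signal: luminescent beta-gal fragment complementation, chemiluminescent substrate. Read-out basis: agonist-driven arrestin binding to APJ. Timing: compound stimulation 90 min at 25 °C, detection 60 min.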
beta cell repl: inducers of beta-cell replication in MIN6 cells; MIN6 cells proliferation, ATPlite luminescence, 48 h; cells starved in 0.2% serum; 100% = growth in 10% serum; 0.29% of 330,000 active; proliferation, % at 10 µM;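 active = compounds whose signal lies at least 3.5 SD above the mean of all wells on their plate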;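 note: 0% = DMSO-treated cells in low-serum medium and 100% = 10% serum control; some compounds called inactive have numbers as strong as hits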
NALP3 yeast inh: NALP3 inhibition in yeast | Yeast reconstituted NLRP3/ASC/caspase-1, beta-gal luminescence, 24 h | inhibition, % at 10 µM | 0.39% of 330,000 active | AID 2825;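 active = inhibition of 50% or more; inactive = inhibition below 50%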;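 note: plate controls were induced DMSO wells for no effect and uninduced yeast grown without galactose for full effect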
Active calls of the source: *; / = not tested or not shown. This is a random part of the collection, and some 7.2% of all compounds hit somewhere here.

SMILES	TIM10 inh	MPTP inh	APJ antag	NR3A LBD binder	tim10-1 inh	tim23-1 inh	APJ ag	beta cell repl	NALP3 yeast inh
COc1ccc(C2(C)NC(=O)N(CC(=O)NCC(=O)Nc3ccc(F)c(F)c3F)C2=O)cc1OC (stereo not given)	-6	-1.9	0	-7	-8	-14	1	-2	8
C=CCn1c(SC2CCOC2=O)nc2sc(C)c(C)c2c1=O (stereo not given)	-3	-1.4	-4	-1	20	19	0	-1	17
Nc1nc2n(n1)C(c1cccc(Cl)c1)CC(c1ccc(F)cc1)N2 (stereo not given)	-1	-0.8	3	0	-9	-5	-3	0	1
Cc1cc(NC(=O)Nc2ccccc2F)ccc1Br	4	84*	15	26*	24	10	2	-4	17
O=C(O)C1CCC(N2C(=O)C3CCCCC3C2=O)CC1 (stereo not given)	-5	-0.1	17	1	3	9	-3	0	8
COc1ccc(NS(=O)(=O)c2cc([N+](=O)[O-])ccc2N/N=C\c2c(C)[nH]c3ccccc23)cc1	9	2.0	75*	28*	22	12	-19	-3	37
COc1ccc(-c2cc(C(=O)O)c3ccccc3n2)c(OC)c1	6	-1.9	6	2	-5	-4	-4	2	11
CCCCNC(=O)N1CCN(S(C)(=O)=O)CC1	-3	0.8	13	1	12	2	-3	-2	-6
CC(Nc1nc(-c2ccccc2F)nc2ccccc12)c1ccccc1 (stereo not given)	37	0.3	12	3	37	41	0	-7	12
COc1cccc(C2CC(c3ccc(Cl)cc3Cl)Nc3nc(N)nn32)c1 (stereo not given)	16	-1.8	-17	-1	21	22	0	0	6
CCOc1ccc(C(C)(O)CN2CCOCC2)cc1 (stereo not given)	-14	0.5	-10	0	-10	3	-7	1	-11
COC(=O)c1ccccc1NC(=O)Cn1cc2c(n1)CCC(C)C2 (stereo not given)	-3	-1.9	2	-3	20	29	-3	0	19
CCOC(=O)C1CCCN(Cc2nc(N)nc(Nc3ccccc3)n2)C1 (stereo not given)	1	-3.7	-11	1	2	-1	-4	1	-4
Cc1c(N(C(=O)CNC(=O)c2ccccc2)C2(C(=O)NC3CCCCC3)CCCCC2)c(=O)n(-c2ccccc2)n1C	7	-1.8	-8	-2	7	15	0	-2	-13
CNC(=S)Nc1ccc(C)cc1	-8	-0.8	0	-2	14	-14	-4	0	-1
COC(=O)C1=C(C)N(C)C(C)=C(C(=O)OC)C1c1cccc(Br)c1	-10	1.8	21	11*	15	23	-4	-1	13
Cc1n[nH]c(=S)n1/N=C/c1ccc(OCc2ccc(Cl)cc2Cl)cc1	2	3.0	8	-5	1	-5	3	-1	38
Cc1ccc(F)cc1NC(=O)c1ccc2c(c1)OCO2	-2	2.0	-10	1	10	15	-2	-1	9
CN1CCCC(OC(=O)c2ccccc2F)C1 (stereo not given)	-7	1.5	0	-3	11	9	-2	-2	26
CNC(=S)NCCC(c1ccccc1)c1ccccc1	30	4.4	8	-2	33	10	-1	-1	21
CCOc1ccc(CCNC(=O)CCC(=O)N2CCSc3ccccc32)cc1OCC	12	1.2	10	-1	16	8	-3	5	17
COC(=O)c1c(C)nc(C)c(C(=O)OC)c1-c1ccc(OC)c(OC)c1	-8	-0.5	1	-1	1	8	1	5	12
COCCCNc1nc(-c2ccc(Cl)cc2)nc2ccccc12	27	1.8	-12	12*	46*	59*	5	-4	26
COC(=O)c1cc2ccccc2c(-c2c(OC)c(C(=O)OC)cc3ccccc23)c1OC	44*	1.0	27	-2	30	46	-1	-5	18
Nc1c(N2CCCCC2)c2ccccc2oc1=O	12	3.2	-9	-2	12	-6	-3	-2	1
CCOC(=O)[C@@H]1[C@H]2COc3ccccc3[C@@H]2N2C(=O)N(c3ccccc3)C(=O)[C@]12C	6	-1.0	-77	-4	17	26	2	-4	4
O=C(CC1Sc2ccccc2NC1=O)OCC(=O)N1CCc2ccccc21 (stereo not given)	2	-0.6	2	3	4	-8	-5	-2	13
Cc1ccc(CNC(=O)CCc2c(C)nn(-c3ccc(N4CCOCC4)nn3)c2C)cc1	2	-0.9	11	2	1	17	5	0	0
CC1CC(C)CN(C(=S)NC2CCCCC2)C1 (stereo not given)	15	-0.3	0	0	10	36	-1	-3	-8
CCCC(=O)Nc1nnc(SCC(=O)NCc2cccs2)s1	0	0.3	9	0	10	2	3	-2	-17
COc1ccc(/C=C2\SC(=S)N(CC(=O)NCCO)C2=O)cc1	-10	-0.9	-8	-2	-6	24	0	2	7
CCCc1nnc(NC(=O)CCC(=O)NCCc2ccc(Cl)cc2)s1	2	-1.1	2	-4	-11	0	-2	-4	6
CCCCNC(=S)NC(=O)c1ccc([N+](=O)[O-])cc1	27	-1.6	-44	0	52*	53*	7	-4	-42
COc1ccc(NC(=O)c2cccc(N3C(=O)c4ccc(C(=O)Nc5ccc(OC)c(O)c5)cc4C3=O)c2)cc1O	6	-0.4	-11	5	-9	2	1	-6	5
CCC(c1nnnn1Cc1cccs1)N1CCN(C2CCCC2)CC1 (stereo not given)	-8	1.7	12	-2	3	14	-1	-2	8
Cc1sc(NC(=O)c2ccc(=O)n(C)n2)nc1-c1ccccc1	17	-0.2	8	-2	18	23	-4	-6	36
COc1ccc(CN2C(=O)CCC2(C)C(=O)NC2CCCCCC2)cc1 (stereo not given)	23	3.6	-7	-1	27	15	0	-2	2
COc1cccc(-c2c(-c3cc(OC)cc(OC)c3)n(C)c3ccc(-c4cccc5[nH]ccc45)cc23)c1	1	0.9	-7	-3	10	30	-1	-6	11
COc1ccc(NC(=O)c2cc(S(=O)(=O)N3CCCCC3)ccc2N2CCCCC2)cn1	12	3.0	-2	0	30	18	0	-2	-12
CCCCCCCC[n+]1cccc2c3ccccc3ccc21	-36	43	1	0	-60	-17	-2	-7	11
Cn1c(=O)c2c(ncn2CCC(=O)N/N=C/c2cccnc2)n(C)c1=O	15	1.9	13	-1	15	3	-6	0	20
S=C(NCCCN1CCOCC1)NCCCN1CCOCC1	0	0.1	2	3	10	4	1	2	5
CCOC(=O)C(/C=C(\C#N)C(=O)OCC)=C(/N)N1CCN(c2ccccc2)CC1	5	-18	-35	0	25	11	-1	-1	5
CCOC(=O)c1cc2c(ccn2C)n1CC(=O)N1C(C)CCCC1C (stereo not given)	15	0.7	0	-1	2	25	-3	-2	15
CCOc1ccc(NC(=O)Nc2ccc(Cc3ccncc3)cc2)cc1	16	14	-8	7	-6	-10	4	-1	1
Cc1cc2c(nn1)CCC/C2=N\O	-5	0.9	-2	1	-3	3	0	-1	17
CN(CCCOc1ccccc1Br)Cc1ccccc1	-21	3.6	-23	0	25	17	-7	-1	11
COc1ccccc1COCC(O)CNCC1(N2CCCCC2)CCCCC1 (stereo not given)	5	2.2	-3	0	3	12	-6	-1	11
Cc1ccccc1NC(=O)/C(=C\c1cccs1)NC(=O)c1ccco1	11	-2.9	-10	0	12	-2	-2	4	13
CCCCC(=O)Nc1ccc2c(c1)C(=O)NC2=O	12	0.0	12	2	12	14	-4	-2	-9

(continued)
SMILES	TIM10 inh	MPTP inh	APJ antag	NR3A LBD binder	tim10-1 inh	tim23-1 inh	APJ ag	beta cell repl	NALP3 yeast inh
COc1ccc(C)cc1N(CC(=O)Nc1cccnc1)S(=O)(=O)c1ccccc1	1	-0.8	-3	4	10	12	-3	-1	8
CCC1CCc2c(sc(NC(C)=O)c2C#N)C1 (stereo not given)	7	-0.6	-2	-3	12	18	4	2	-1
O=[N+]([O-])c1ccc(OCCO)nc1	6	0.3	12	1	7	-9	-1	-1	25
COc1ccccc1S(=O)(=O)Cc1ccc(C(=O)NCc2ccc(C)cc2)o1	0	-0.1	22	-1	14	-6	0	1	5
COc1ccc(C(=O)NCC(C)NC(=O)c2ccc(OC)c(Br)c2)cc1Br (stereo not given)	-1	4.5	1	-12	-6	-13	2	1	-2
CC1CC(C)CN(S(=O)(=O)c2ccc(NC(=O)CCNC(=O)c3ccc([N+](=O)[O-])cc3)cc2)C1 (stereo not given)	1	-0.5	-63	0	-5	-13	-3	0	14
COc1ccccc1CNC(=S)Nc1cc(C)ccc1C	25	0.2	1	-3	23	15	-3	-4	9
C=CCNC(=O)c1onc(CSc2ccncc2)c1C(=O)NCC=C	-21	-0.5	1	-2	-11	-5	-7	0	17
CN(C1CCS(=O)(=O)C1)S(=O)C12CC3CC(CC(C3)C1)C2 (stereo not given)	4	-0.7	24	1	-8	7	-3	-2	5
Cc1cc(C)c(S(=O)(=O)c2ccccc2C)c(OCCN(C)C)n1	8	0.6	19	2	-10	-13	0	0	17
O=S(=O)(c1ccc(Oc2ccc(Cl)cc2)nc1)N1CCOCC1	14	0.5	-9	/	16	25	5	-5	-13
Cc1cccn2c(=O)c(C(=O)NC3CCCCC3C)c(O)nc12 (stereo not given)	-36	1.6	22	-1	-23	34	7	-6	24
Cc1ccccc1C(=O)NN1CCOCC1	-4	-0.6	-3	10	8	8	-1	1	18
COc1ccc(Nc2cc(C(=O)NCc3ccco3)c3ccccc3n2)c(OC)c1	-6	-1.1	-15	-3	6	17	8	0	1
Cc1ccc(OCCNC(=O)C(C)SCC(=O)Nc2ccc(F)cc2)cc1 (stereo not given)	-3	-0.1	-11	1	-2	2	0	-4	10
Cc1ccc(-n2nc(CC#N)c(C#N)c2N)cc1Cl	5	-1.0	-17	-1	11	24	-1	4	1
CN(C)C(=S)NC(=O)C12CC3(C)CC(C)(CC(C)(C3)C1)C2	27	0.7	15	1	22	15	-4	1	22
Cc1ccnc(NC(=O)COc2ccc(Cl)cc2)n1	21	2.1	-15	-1	22	7	-4	1	3
COc1ccc(C)cc1NC(=O)C1CCCN(S(=O)(=O)c2ccc(-n3cnnn3)cc2)C1 (stereo not given)	-3	1.9	1	0	11	0	0	-3	6
C[C@H](NC(=O)N1CCn2c1nc1ccccc12)C(=O)N1CCCCC1	-4	-1.3	8	1	15	16	-4	3	5
CCOC(=O)C1(Cc2cccc(F)c2)CCN(Cc2cnc(C)s2)CC1	-7	0.1	3	-3	4	6	-2	1	25
Cc1cccc(N2CCN(S(=O)(=O)c3c(C)[nH]c(C)c3C(=O)N3CCCC3)CC2C)c1 (stereo not given)	1	1.9	-1	3	-10	-10	-2	-2	18
CCCCn1cnc2c1c(=O)n(CC(=O)c1cc(C)n(C)c1C)c(=O)n2CC(C)C	-5	-0.5	-6	-3	-8	8	0	-3	15
O=C(Nc1ccc(Cl)cc1C(F)(F)F)c1ccc(Cl)cc1	8	-2.1	7	1	16	12	-1	0	22
Cc1cc(C)nc(SCc2cc(=O)c(OC(=O)c3ccc(Br)o3)co2)n1	40	-2.0	6	-2	6	38	-2	-2	21

Reprinted at random: 4 records from the list
SMILES	TIM10 inh	MPTP inh	APJ antag	NR3A LBD binder	tim10-1 inh	tim23-1 inh	APJ ag	beta cell repl	NALP3 yeast inh
CCCCn1cnc2c1c(=O)n(CC(=O)c1cc(C)n(C)c1C)c(=O)n2CC(C)C	-5	-0.5	-6	-3	-8	8	0	-3	15
Cc1cccc(N2CCN(S(=O)(=O)c3c(C)[nH]c(C)c3C(=O)N3CCCC3)CC2C)c1 (stereo not given)	1	1.9	-1	3	-10	-10	-2	-2	18
CCOC(=O)C1(Cc2cccc(F)c2)CCN(Cc2cnc(C)s2)CC1	-7	0.1	3	-3	4	6	-2	1	25
O=C(Nc1ccc(Cl)cc1C(F)(F)F)c1ccc(Cl)cc1	8	-2.1	7	1	16	12	-1	0	22

Compound activity as filed in PubChem BioAssay.
